Screens (PubChem BioAssay)
BAP1 block: human BAP1 deubiquitinase inhibition; Q92560; recombinant BAP1, Ub-AMC hydrolysis fluorescence kinetic; hits give low values; activity remaining (% of control), % at 20 µM; actives 0.48% (n = 72,000); AID 436;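 active = activity remaining at or below 50% of control, provided the compound also passes the data quality filters; inactive = the rest, including low values that fail the filters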;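 note: 100% = DMSO wells rate and 0% = substrate alone blank rate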
Target sequence (Q92560 whole entry, looked up): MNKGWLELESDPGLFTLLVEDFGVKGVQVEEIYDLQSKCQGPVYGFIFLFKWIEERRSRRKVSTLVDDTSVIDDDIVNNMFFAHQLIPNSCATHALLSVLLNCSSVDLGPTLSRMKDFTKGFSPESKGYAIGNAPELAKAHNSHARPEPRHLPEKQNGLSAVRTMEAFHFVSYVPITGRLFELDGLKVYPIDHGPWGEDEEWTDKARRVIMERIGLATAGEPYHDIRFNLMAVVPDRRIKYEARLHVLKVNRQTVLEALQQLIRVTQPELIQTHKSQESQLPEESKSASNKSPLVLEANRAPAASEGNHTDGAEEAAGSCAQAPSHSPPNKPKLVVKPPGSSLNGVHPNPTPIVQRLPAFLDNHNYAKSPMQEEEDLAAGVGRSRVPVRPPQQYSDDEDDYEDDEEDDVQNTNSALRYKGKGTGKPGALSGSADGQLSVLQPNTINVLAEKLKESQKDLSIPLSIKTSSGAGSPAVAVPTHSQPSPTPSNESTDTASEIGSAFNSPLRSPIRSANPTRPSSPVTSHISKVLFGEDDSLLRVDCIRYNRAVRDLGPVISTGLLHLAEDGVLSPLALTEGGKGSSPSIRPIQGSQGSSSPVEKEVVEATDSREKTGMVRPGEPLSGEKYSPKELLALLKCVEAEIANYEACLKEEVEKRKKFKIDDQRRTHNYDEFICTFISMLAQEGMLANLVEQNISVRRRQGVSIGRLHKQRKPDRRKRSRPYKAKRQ
HePTP inh: inhibitors of human HePTP phosphatase | P35236 | recombinant HePTP phosphatase activity, OD absorbance | inhibition, % at 20 µM | actives 0.64% (n = 110,000) | AID 521; in the data active = inhibition above about 50%;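 note: plate controls were vehicle for no effect and reference inhibitor for full effect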
* = called active by the depositor; nt = no result given; & = joins results of further samples.

BAP1 block | HePTP inh | SMILES
105 | 4 | NC(=O)C1(N2CCCCC2)CCN(C(=O)NC2CCCCC2)CC1
108 | 4 | Cc1ccc(C(=O)C2COC(=O)C2)cc1 (stereo not drawn)
83 | -2 | CCOC(=O)NC(NCC(O)c1ccccc1)(C(F)(F)F)C(F)(F)F (stereo not drawn)
nt | -12 | COc1ccc2c(c1)C(C)CC(C)(C)N2C(=O)c1sc2cc([N+](=O)[O-])ccc2c1Cl (stereo not drawn)
81 | 1 | Nc1cc(-c2ccccc2)ccc1O
nt | 6 | O=C1c2cccc3ccc(Cl)c(c23)C(=O)N1O
nt | 4 | C=CCC1(N(Cc2ccccc2)C(C)=O)CCCCC1
nt | 13 | O=c1c(/C=C(\O)c2ccc(F)cc2)nc2ccccc2n1-c1ccccc1
nt | 5 | COc1cccc(/C=N/NC(=O)C(=O)NCc2ccccn2)c1O
nt | 10 | COc1ccc(N2C(=O)NC(=O)/C(=C/c3ccc(-c4ccc(C(=O)O)cc4)o3)C2=O)cc1
64 | 6 | Cn1c(=O)[nH]c(=O)c2c1nc(NCCCn1ccnc1)n2Cc1cccc(Br)c1
nt | 8 | COc1ccc(CNC2=CC(=O)OC23CCCCC3)cc1
nt | -13 | CN(C)CCN1C(=O)C(=O)/C(=C(/O)c2ccccc2)C1c1ccc(Cl)cc1Cl (stereo not drawn)
nt | -26 | CC(=O)c1cccc(NC(=O)/C(=C\c2cccnc2)NC(=O)c2ccccc2)c1
94 | nt | COc1ccc(C(=O)Nc2ccc(Br)cn2)cc1

BAP1 block | HePTP inh | SMILES
nt | 8 | Cc1ccc(NC(=O)CN(c2cc(Cl)cc(Cl)c2)S(C)(=O)=O)c(C)c1
nt | -1 | CSc1ccc(C=Nc2ccccc2C(N)=O)cc1
94 | -2 | CN(c1ccccc1)c1nc(-n2ccnc2)nc(-n2ccnc2)n1
97 | -2 | COc1ccc(-n2c(Cn3c(=O)sc4ccccc43)nnc2SC)cc1
nt | 2 | COc1cc(OC)c(OC)cc1C=C1C(=O)N(C)C(=O)N(C)C1=O
nt | 22 | NC(=O)CCC(NC(=O)c1ccc(-c2ccccc2)cc1)C(=O)O (stereo not drawn)
nt | -8 | Cc1c(C(=O)Nc2ccc3nn(-c4ccccc4)nc3c2)cccc1[N+](=O)[O-]
53 | nt | O=C(O)c1cccc(N2C(=O)c3cccc4c([N+](=O)[O-])ccc(c34)C2=O)c1
89 | 0 | COc1cc(C2C(C(=O)OC(C)C)=C(C)Nc3ncnn32)cc(OC)c1OC (stereo not drawn)
nt | 0 | CC(C)=C1C2CCC1C(C(=O)Nc1cc(C)cc(C)c1)C2C(=O)O (stereo not drawn)
129 | -8 | O=C(CN1CCCN(S(=O)(=O)c2ccc(Br)cc2)CC1)Nc1ccc2cn[nH]c2c1
108 | 4 | Cn1c(=O)[nH]c(=O)c2c1nc(Br)n2CC(O)c1ccccc1 (stereo not drawn)
nt | 4 | COc1ccc(-n2c(C=C3C(=O)Nc4ccc(C)cc43)nc3ccccc3c2=O)cc1
nt | -15 | CN(C)/C=C1\CCCCC1=C(C#N)C#N
50 | nt | CCCc1ccc(Oc2c(-c3ccc(OCC)cc3O)n[nH]c2C)cc1

BAP1 block | HePTP inh | SMILES
nt | 14 | Cc1cccc(Nc2nc3c(s2)CCCC3)c1
117 | 6 | CN(CC(=O)Nc1ccc(Cl)cc1)CC(=O)Nc1cc(Cl)ccc1C#N
102 | -6 | CC(=O)Nn1c(-c2ccccc2)cc2ccccc21
125 | 0 | CCOC(=O)c1c(N)sc(C(=O)Nc2cc(C)ccc2C)c1C
93 | 5 | CCC(C)(C(=O)NC1CCCC1)N(CC1CCCO1)C(=O)c1ccc2c(c1)OCO2 (stereo not drawn)
90 | 4 | CS(=O)(=O)N(CCc1ccccc1)CC(=O)N1CCN(Cc2ccccc2)CC1
43* | 5 | Cn1cc(/C=N/n2cnc3scc(-c4ccccc4)c3c2=O)c2ccccc21
nt | 10 | O=C(c1ccc(Cl)cc1[N+](=O)[O-])N1CCN(Cc2ccccc2)CC1
110 | -1 | CC(=O)Nc1c(O)nc(SCC(=O)Nc2ccc(C(C)=O)cc2)[nH]c1=O
nt | -7 | O=C(CCCN1C(=O)/C(=C\c2cccs2)SC1=S)Nc1ccc(Br)cc1
nt | -2 | Cc1cccc(C(NC(N)=O)c2ccccc2)c1 (stereo not drawn)
67 | nt | CCOc1ccc(C(=O)Nc2nccs2)cc1[N+](=O)[O-]
68 | -13 | Cc1cccc(N2CCN(C(=O)c3ccc(NS(=O)(=O)c4c(C)noc4C)cc3)CC2)c1C
99 | -3 | CCS(=O)(=O)N1CCCC(C(=O)NCCCN(C)Cc2ccccc2)C1 (stereo not drawn)
nt | 4 | CON1C(=O)C(=O)N(OC)C(C)(C)C1C (stereo not drawn)

Three entries from above, arranged by the number in HePTP inh, smallest number first.
BAP1 block | HePTP inh | SMILES
nt | 4 | CON1C(=O)C(=O)N(OC)C(C)(C)C1C (stereo not drawn)
117 | 6 | CN(CC(=O)Nc1ccc(Cl)cc1)CC(=O)Nc1cc(Cl)ccc1C#N
nt | 10 | O=C(c1ccc(Cl)cc1[N+](=O)[O-])N1CCN(Cc2ccccc2)CC1

New compounds follow
BAP1 block | HePTP inh | SMILES
nt | -18 | Cc1cc(Oc2ccc(F)c(F)c2)c(F)cc1[N+](=O)[O-]
77 | nt | O=[N+]([O-])c1cc(Cl)cc(C=Nc2ccc3oc(-c4cccc(I)c4)nc3c2)c1O
nt | 5 | CCn1c(=O)c(=O)[nH]c2cc(C(=O)NC3CCCc4ccccc43)ccc21 (stereo not drawn)
nt | 2 | NC(=O)c1ccccc1NC(=O)c1ccccc1I
nt | 4 | NC(N)=NS(=O)(=O)c1ccc(NS(=O)(=O)c2ccc3ccccc3c2)cc1
nt | -5 | O=C(CSc1nc2ccccc2o1)N=Nc1c(O)n(CN2CCCC2)c2ccccc12
56 | nt | O=C1C2C3C=CC(C4CC34)C2C(=O)N1c1cc(C(F)(F)F)ccc1Cl (stereo not drawn)
110 | nt | CCC(=O)c1cc(F)c(N2CCN(C(=O)Cc3ccccc3)CC2)cc1C
107 | 7 | CCN(C#N)c1nc(N(C)C)nc(N(C)C)n1
81 | 0 | Cc1ccc2c(c1)CCCN2C(=O)c1cccs1
106 | 4 | COc1cc(OC)c(OC)cc1CNCCNC(=O)c1nonc1N
137 | 0 | COc1ccc(NC(=O)CSc2nc3sc(C)c(C)c3c(=O)n2Cc2ccco2)cc1
nt | 4 | Cc1ccc(C(=O)C(C)[n+]2cccc(C(N)=O)c2)cc1 (stereo not drawn)
nt | 9 | COc1cc(/C=N/N2C(=O)CSC2=S)ccc1O
108 | 2 | Cc1nc2ccccn2c1-c1csc(NCc2ccco2)n1

BAP1 block | HePTP inh | SMILES
87 | -3 | COc1ccc(-c2cnc(N)nc2-c2ccc(OC)cc2O)cc1
110 | -3 | CC(O)CNC(=O)C1CCN(Cc2ccc(OCc3ccccc3)cc2)CC1 (stereo not drawn)
112 | 6 | O=C(/C=N/O)NCc1cccnc1
93 | 10 | Cc1ccc2cc(CN(CCCN3CCOCC3)C(=O)NC3CCCCC3)c(=O)[nH]c2c1C
94 | nt | CCCCCCn1c(CN2CCC(C)CC2)nc2c1c(=O)n(C)c(=O)n2C
nt | 2 | O=C1CCCC2=C1C(c1ccccc1Cl)Nc1ccc(C(=O)c3ccccc3)cc1N2 (stereo not drawn)
93 | nt | Nc1nc2c(ncn2COC(CO)CO)c(=O)[nH]1
153 | 2 | CC(=O)NS(=O)(=O)c1ccc(N)cc1
nt | 0 | CCOC(=O)c1ccccc1NC(=O)COc1ccc(Cl)cc1C
nt | 6 | C=CCN1C(=O)/C(=C\c2ccc(OC(=O)c3cccc(Br)c3)c(OC)c2)SC1=S
nt | -6 | CN1C2=NC(=O)/C(=C/c3ccc([N+](=O)[O-])o3)N2c2ccccc21
112 | nt | CC1CN(C(=O)COC(=O)c2cccs2)CC(C)O1 (stereo not drawn)
130 | 5 | CN1CCCCCC1=NC1=C(C#N)CCCC1
nt | -2 | O=C(C1CC1)N1CCc2cc(Br)cc(S(=O)(=O)N3CCN(c4ccccn4)CC3)c21
82 | 2 | O=C(c1nnc(Cc2ccc(Cl)cc2)o1)N1CCOCC1

BAP1 block, what is marked active above
BAP1 block | HePTP inh | SMILES
43* | 5 | Cn1cc(/C=N/n2cnc3scc(-c4ccccc4)c3c2=O)c2ccccc21

(continued)
BAP1 block | HePTP inh | SMILES
90 | -4 | COC(=O)c1ccc(NC(=O)CSc2nnc(Cc3cccn3C)n2-c2ccc(F)cc2)cc1
nt | 10 | Cc1ccc(C(=O)N2CCN(c3c(Cl)cccc3[N+](=O)[O-])CC2)cc1
109 | 4 | Cn1c(Br)nc2c1c(=O)n(CC(O)COc1ccccc1)c(=O)n2C (stereo not drawn)
116 | 8&4 | CN1C(=O)c2ccc(N(C)C)cc2C1=O
61 | 4 | CCN(CC)C(=O)CN1CCC(n2c(C)nc3cc(C(F)(F)F)ccc32)CC1
nt | 27 | CCOC(=O)c1cc(-c2ccco2)nc2ccc(Br)cc12
nt | 1 | O=C(CN1C(=O)c2ccc([N+](=O)[O-])cc2C1=O)Nc1ccc(Br)cc1C(=O)O
nt | 12 | C=CCOc1ccc(C2/C(=C(\O)c3c(C)[nH]c(C(=O)OC)c3C)C(=O)C(=O)N2CCN(C)C)cc1 (stereo not drawn)
125 | 4 | COC(=O)c1cc(OC)c(OC)cc1NC(=O)CCc1ccc(C)o1
113 | -4 | Cc1cccc(-n2c(SCCC(=O)O)nnc2-c2cccs2)c1C
58 | 7 | C=CCn1c(SCc2csc(C)n2)nc2scc(-c3ccc(C)o3)c2c1=O
127 | nt | COC(=O)c1cc2cc(OC)ccc2oc1=O
94 | 1 | c1csc(CCNc2ncnc3sc4c(c23)CCC4)c1
nt | -4 | CCOCCOC(=O)c1ccc(NC(=O)c2cccc(C)c2)cc1
132 | nt | COc1ccc(-n2nc3c(c2NC(=O)c2cccc(C(F)(F)F)c2)CSC3)cc1

BAP1 block | HePTP inh | SMILES
nt | -2 | COc1ccc(CCn2c(C)ccc2C)cc1OC
nt | -1 | Cc1cc(NS(=O)(=O)c2ccc(NC(=O)C(C)Oc3cccc(Cl)c3)cc2)nc(C)n1 (stereo not drawn)
nt | 13 | Cc1c(-n2c(O)c(C3=c4cc(Br)ccc4=NC3=O)sc2=S)c(=O)n(-c2ccccc2)n1C
nt | 1 | Cc1ccccc1C(=O)N1CC(C)CC(C)C1 (stereo not drawn)
62 | nt | O=C(Nc1ccc(-c2nc3ccccc3o2)c(O)c1)c1ccc(Br)cc1
56 | 8 | CCCOc1ccc(N2C(=O)C3ON(c4ccccc4)C(c4ccc(O)c(OC)c4)C3C2=O)cc1 (stereo not drawn)
80 | nt | COC(=O)c1ccc(C(=O)Nc2nc3cc(N)c(C)cc3s2)cc1
nt | 6 | CC(/C=N/NC(=O)c1cc(C)[nH]n1)=C\c1ccccc1
nt | -4 | CSc1nc2c(c(-c3ccc(Cl)cc3)c1C#N)C(=O)CC(C)(C)C2
nt | 7 | O=C(NCCCN1CCCC1=O)c1cccs1
nt | 17 | O=C(Nc1ccccn1)c1cc(Br)ccc1Cl
104 | 4 | COc1cc2nc(C3CC3)n(NC(=O)c3ccc(F)cc3)c(=O)c2cc1OC
81 | 4 | CCOc1cc(S(=O)(=O)Nc2ccc(Cl)cn2)ccc1F
nt | -14 | O=C1CN(C(=O)c2ccc([N+](=O)[O-])cc2)c2ccccc2N1
113 | 3 | Nc1cc(=O)[nH]n1C1CCN(c2ccccc2)CC1

Profiles, looked up by structure. Order of screens: BAP1 block, HePTP inh
CCOc1cc(S(=O)(=O)Nc2ccc(Cl)cn2)ccc1F reads 81, 4
CSc1nc2c(c(-c3ccc(Cl)cc3)c1C#N)C(=O)CC(C)(C)C2 reads nt, -4
Nc1cc(=O)[nH]n1C1CCN(c2ccccc2)CC1 reads 113, 3

Random excerpt: 6 records from the list
BAP1 block | HePTP inh | SMILES
nt | 13 | Cc1c(-n2c(O)c(C3=c4cc(Br)ccc4=NC3=O)sc2=S)c(=O)n(-c2ccccc2)n1C
104 | 4 | COc1cc2nc(C3CC3)n(NC(=O)c3ccc(F)cc3)c(=O)c2cc1OC
nt | 6 | CC(/C=N/NC(=O)c1cc(C)[nH]n1)=C\c1ccccc1
113 | 3 | Nc1cc(=O)[nH]n1C1CCN(c2ccccc2)CC1
81 | 4 | CCOc1cc(S(=O)(=O)Nc2ccc(Cl)cn2)ccc1F
nt | -1 | Cc1cc(NS(=O)(=O)c2ccc(NC(=O)C(C)Oc3cccc(Cl)c3)cc2)nc(C)n1 (stereo not drawn)

(further entries)
BAP1 block | HePTP inh | SMILES
61 | 9 | CC(=O)Oc1cccc(N2C(=O)CC(Nc3ccc(N4CCOCC4)cc3)C2=O)c1 (stereo not drawn)
98 | 2 | CC(=O)OC(C(=O)NCCc1ccccc1)c1cccnc1 (stereo not drawn)
85 | 8 | CCOc1ccc(C(=O)NCCCn2ccnc2)cc1
97 | -9 | CCCCn1cc(C(C)(C)C)c(C#N)c1NC(C)=O
nt | -6 | CCOc1ccc(C2=C/C(=C/c3ccc(OC)c(OC)c3)C(=O)O2)cc1
86 | 4 | O=C1CC(c2nc3ccccc3[nH]2)CN1c1ccccc1 (stereo not drawn)
78 | 13 | COC(=O)c1[nH]c(C)c(/C(O)=C2\C(=O)C(=O)N(CCN(C)C)C2c2ccccc2OC)c1C (stereo not drawn)
